Screening results (PubChem BioAssay)
MC4R antag cAMP – human MC4R antagonism in cAMP assay | P32245 | MC4R-expressing cells, MTII-stimulated cAMP, LANCE TR-FRET | inhibition, % at 6.5 µM | 360,000 tested, 0.48% active;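 active = inhibition above its plate's cutoff, the mean of tested wells on that plate plus 3 SD, cut at about 29% in these data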;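 also: 0% = Melanotan II alone and 100% = Melanotan II plus saturating MCL0020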
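Material: U2OS-MC4R stable cell line | Reagent: Melanotan II challenge after compound preincubation | Doses: One concentration, 6.5 µM nominal | Incubation: 30-min compound preincubation, 1-h Melanotan II challenge, 1-h detection, room temperature | Signal: TR-FRET cAMP assay | Replicates: One well per compound, no replicates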
HTR2A ag – mouse HTR2A agonism via beta-arrestin recruitment; P35363; CHO-K1 mHTR2A beta-arrestin complementation, luminescence; percent of 30 µM serotonin response; activation, % at 7.6 µM; 360,000 tested, 0.66% active;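 active = activation above a run cutoff, the mean activation of all tested compounds plus 3 SD, cut at about 14% in these data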;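 also: 0% = plate median of compound wells and 100% = 30 µM serotonin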
ABCB6 inh MLPCN – human ABCB6 transporter inhibition. Q9NP58. K562-ABCB6 porphyrin accumulation, flow cytometry, 1 h; active compounds read low. fluorescence ratio to DMSO, % at 10 µM. 360,000 tested, 0.19% active;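 active = fluorescence ratio to DMSO below 75%, the collection mean minus 3 SD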;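 also: signal is porphyrin accumulated inside mitochondria; 100% equals median channel fluorescence of DMSO control wells; lower ratio means ABCB6 inhibition with less porphyrin fluorescence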
Granule exo inh – blocks lytic granule exocytosis; TALL-104 LAMP-1 surface exposure, flow cytometry; cells stimulated with thapsigargin and PMA; inhibition, % at 10 µM; 360,000 tested, 0.66% active; AID 651702;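 active = inhibition above about 55%, limit read from the data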
hiPSC survival – enhancers of human iPSC single-cell survival | hiPSC single-cell survival, ATPlite luminescence; 100% = ROCK inhibitor wells, 0% = DMSO | survival enhancement, % at 20 µM | 360,000 tested, 0.044% active | AID 602274; in the data active = survival enhancement above about 18%;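 also: cells exposed to compounds for 16 hours before the ATP read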
ABHD5-PLIN5 inh – blocks binding of human ABHD5 to perilipin-5 | 360,000 tested, 0.78% active | inhibition, % at 4 µM | Split G. princeps luciferase complementation, luminescence, 4 h | Q00G26+Q8WTS1;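 active = inhibition above the mean inhibition across every tested compound plus 3 SD, cut at about 22% in these data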;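 also: 0% = DMSO only wells and the 100% control is not disclosed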
Target sequence (Q00G26 whole entry, looked up): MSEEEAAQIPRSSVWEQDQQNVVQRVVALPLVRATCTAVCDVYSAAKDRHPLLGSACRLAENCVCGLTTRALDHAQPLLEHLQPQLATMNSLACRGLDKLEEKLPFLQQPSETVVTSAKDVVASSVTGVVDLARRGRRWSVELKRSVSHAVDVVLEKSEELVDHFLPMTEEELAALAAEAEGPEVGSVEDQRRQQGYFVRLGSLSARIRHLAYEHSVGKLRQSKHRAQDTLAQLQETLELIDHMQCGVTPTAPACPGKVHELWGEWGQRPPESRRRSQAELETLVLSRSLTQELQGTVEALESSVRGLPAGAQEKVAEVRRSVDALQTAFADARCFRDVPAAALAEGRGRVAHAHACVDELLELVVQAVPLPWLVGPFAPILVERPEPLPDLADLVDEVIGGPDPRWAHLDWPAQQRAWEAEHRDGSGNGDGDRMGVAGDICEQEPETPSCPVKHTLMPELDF
Target sequence (Q8WTS1 whole entry, looked up): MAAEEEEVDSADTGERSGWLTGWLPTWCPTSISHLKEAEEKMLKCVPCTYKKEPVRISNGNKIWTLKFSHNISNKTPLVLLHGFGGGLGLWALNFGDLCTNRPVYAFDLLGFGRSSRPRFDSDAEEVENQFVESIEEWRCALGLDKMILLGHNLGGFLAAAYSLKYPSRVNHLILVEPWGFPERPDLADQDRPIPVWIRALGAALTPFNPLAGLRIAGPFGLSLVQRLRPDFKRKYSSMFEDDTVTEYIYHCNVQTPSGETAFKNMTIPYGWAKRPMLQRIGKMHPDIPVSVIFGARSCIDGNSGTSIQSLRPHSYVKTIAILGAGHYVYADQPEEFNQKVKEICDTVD
N-glyco inh – blocks N-linked glycosylation in D54 reporter cells; D54 ERlucT glycosylation luciferase reporter, 24 h; percent of 100 nM tunicamycin response; reporter increase, % at 12.5 µM; 360,000 tested, 0.23% active; AID 588692;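 active = mean luciferase reporter signal, scaled so untreated is 0 and the glycosylation-blocking control 100, at or above a set limit in every replicate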;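 also: luciferase carries N-glycosylation sites so blocking glycosylation raises the light; 0% = median of neutral control wells and 100% = median of 100 nM tunicamycin wells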
MC4R ag barr – activates human MC4R beta-arrestin recruitment; P32245; U2OS MC4R beta-arrestin complementation, luminescence; percent of melanotan II response, DMSO zero; activation, % at 8.9 µM; 360,000 tested, 0.98% active; AID 540308;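 active = activation above a per-plate cutoff, the mean activation of sample wells on that plate plus 3 SD, cut at about 8% in these data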
H9c2 protect – myocardial damage modulation in H9c2 cells. protection from H2O2 cell death, % at 20 µM. AID 588492. H9c2 cardiomyocytes, H2O2 injury protection, ATPLite, 2 h. 360,000 tested, 0.63% active;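 active = compounds giving at least 50% protection of heart cells from peroxide-induced death in the single-dose screen, raw or plate-pattern-corrected value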;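 also: 0% = DMSO wells with peroxide and 100% = DMSO wells without peroxide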
aDG glyco act – increases alpha dystroglycan glycosylation. Pro5-aDG cells, alpha-DG glycosylation AlphaScreen (IIH6); 0% Pro5, 100% B10-LARGE cell signal. activation, % at 10 µM. 360,000 tested, 0.22% active;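 active = activation of at least 8% versus controls, or a plate z-score of at least 8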;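 also: Pro5 are CHO cells carrying HIG-tagged alpha-DG that lacks glycosylation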
Numbers without * were called inactive.

1	Cc1ccc(CN2CC(C(=O)Nc3cccc(S(=O)(=O)N4CCCCC4)c3)CC2=O)cc1 (stereo not drawn)
2	Cc1ccc(C(=O)N/N=C/c2ccc(-c3cccc(C(F)(F)F)c3)o2)cn1
3	C/C(=N\NC(=O)c1ccc(CSc2nncn2C)cc1)c1cccs1
4	Cc1ccccc1NC(=O)/C=C/c1ccc([N+](=O)[O-])s1
5	CCOC(=O)c1c(C)[nH]c(C2=NNC(=Nc3ccccc3)SC2)c1C
6	Cc1ccc(Cl)cc1NC(=O)C(NS(=O)(=O)c1cccs1)c1ccccc1 (stereo not drawn)
7	Cc1cc(C)c(S(=O)(=O)c2ccccc2C)c(OCCO)n1
8	O=C(CCc1cn2ccccc2n1)NC1CCCc2c1cnn2-c1ccccc1F (stereo not drawn)

compound no.,1,2,3,4,5,6,7,8
ABCB6 inh MLPCN,94,97,94,124,111,105,102,106
hiPSC survival,-0.6,0.8,0.0,-0.8,1.8,1.9,1.2,-0.1
aDG glyco act,0.0,0.1,-0.2,-0.4,1.1,0.2,0.4,-0.1
ABHD5-PLIN5 inh,4,-2,3,29*,-15,3,7,1
H9c2 protect,-6,11,-1,-16,-1,-6,-13,1
HTR2A ag,3,-5,6,-3,1,-1,-4,-3
MC4R antag cAMP,14,-22,15,2,24,14,-1,6
N-glyco inh,0,20,-1,-21,-4,-1,2,2
Granule exo inh,-2,53,1,6,-2,-2,-1,-11
MC4R ag barr,-0.2,-3.3,-0.3,-2.5,1.1,-0.3,-2.8,-0.3

Structures listed so far that have two or more sulfur atoms:
3	C/C(=N\NC(=O)c1ccc(CSc2nncn2C)cc1)c1cccs1
6	Cc1ccc(Cl)cc1NC(=O)C(NS(=O)(=O)c1cccs1)c1ccccc1 (stereo not drawn)

compound no.,3,6
ABCB6 inh MLPCN,94,105
hiPSC survival,0.0,1.9
aDG glyco act,-0.2,0.2
ABHD5-PLIN5 inh,3,3
H9c2 protect,-1,-6
HTR2A ag,6,-1
MC4R antag cAMP,15,14
N-glyco inh,-1,-1
Granule exo inh,1,-2
MC4R ag barr,-0.3,-0.3

More entries follow:
9	CC(OC(=O)c1cc(S(=O)(=O)N2CCOCC2)ccc1Br)C(=O)N1CCOCC1 (stereo not drawn)
10	COc1ccc(CCCC(=O)Nc2ccc(F)cc2)cc1
11	Nc1cc(=O)nc(SCC(=O)Nc2cccc3ccccc23)n1CCc1ccccc1
12	Cn1c(Cc2cccs2)nnc1SCC(=O)N1CCCc2ccccc21
13	CCC(=O)Nc1sc2c(c1C#N)CC(C)(CC)OC2 (stereo not drawn)
14	CCOC(=O)c1cc2c(=O)c3ccccc3oc2nc1C
15	O=C(Nc1ccc2c(c1)OCO2)c1ccc(NC2CC2)c([N+](=O)[O-])c1
16	CC(=O)N1CCN(c2nc(-c3ccco3)c3c(c2C#N)CC(C)(C)SC3)CC1

compound no.,9,10,11,12,13,14,15,16
ABCB6 inh MLPCN,89,96,97,97,96,101,99,94
hiPSC survival,-3.3,-0.7,9.8,-0.1,-1.8,-0.1,-2.1,0.2
aDG glyco act,0.3,-0.1,0.1,-0.1,-0.2,0.1,-0.3,-0.2
ABHD5-PLIN5 inh,-6,3,4,-3,-4,-8,-6,35*
H9c2 protect,-7,2,3,5,-3,-1,2,13
HTR2A ag,12,0,-2,-1,3,2,-5,-3
MC4R antag cAMP,5,5,4,1,7,-1,-8,8
N-glyco inh,1,1,0,3,0,-3,9,-1
Granule exo inh,0,-5,1,-2,-1,-4,-2,-2
MC4R ag barr,-1.7,-1.6,2.0,-1.6,-0.2,-0.3,-1.2,-0.8

Single records (already shown).
Results for CCC(=O)Nc1sc2c(c1C#N)CC(C)(CC)OC2 (stereo not drawn) : ABCB6 inh MLPCN: 96; hiPSC survival: -1.8; aDG glyco act: -0.2; ABHD5-PLIN5 inh: -4; H9c2 protect: -3; HTR2A ag: 3; MC4R antag cAMP: 7; N-glyco inh: 0; Granule exo inh: -1; MC4R ag barr: -0.2
Results for CC(OC(=O)c1cc(S(=O)(=O)N2CCOCC2)ccc1Br)C(=O)N1CCOCC1 (stereo not drawn) : ABCB6 inh MLPCN: 89; hiPSC survival: -3.3; aDG glyco act: 0.3; ABHD5-PLIN5 inh: -6; H9c2 protect: -7; HTR2A ag: 12; MC4R antag cAMP: 5; N-glyco inh: 1; Granule exo inh: 0; MC4R ag barr: -1.7

(cont.)
17	COc1cccc(OC)c1C(=O)Nc1ccccc1N1CCCC1
18	CCOC(=O)c1cc2sccc2n1CCCN1C(=O)c2ccccc2C1=O
19	COc1ccc(OCCCC(=O)OC(C)C(=O)Nc2ccccc2[N+](=O)[O-])cc1 (stereo not drawn)
20	CN(N)c1nc(-c2ccccc2)nnc1C(F)(F)F
21	COc1ccc2nc3c(c(-c4ccccc4)c2c1)CCC3
22	Cc1ccc(C)c(NC(=O)C(OC(=O)c2cnc(C)cn2)c2ccccc2)c1 (stereo not drawn)
23	Cc1ccc(S(=O)(=O)NCC(c2ccccc2)N2CCCCC2)cc1 (stereo not drawn)
24	O=C(Oc1cccc([N+](=O)[O-])c1)N1CCCCC1

compound no.,17,18,19,20,21,22,23,24
ABCB6 inh MLPCN,95,100,99,92,108,97,99,109
hiPSC survival,-0.2,0.1,0.0,1.9,-2.3,-0.5,-0.7,3.4
aDG glyco act,-0.1,0.0,0.2,0.2,-0.2,0.5,0.0,-0.3
ABHD5-PLIN5 inh,-3,-3,1,10,0,6,5,-1
H9c2 protect,1,-1,-13,-7,4,4,6,7
HTR2A ag,3,-3,10,1,6,0,1,-1
MC4R antag cAMP,3,7,-1,-1,-3,19,10,10
N-glyco inh,2,-1,2,-1,1,-1,-3,1
Granule exo inh,-3,0,-2,2,66*,7,-1,17
MC4R ag barr,0.1,0.9,-0.2,-2.8,-0.6,-1.1,-1.2,-0.5

25	O=C(NCCCN1CCCC1=O)c1cccc(Oc2ccccc2)c1
26	COc1ccc(CNC(=O)CN(CCC(C)C)S(=O)(=O)c2ccc3c(c2)OCCO3)cc1
27	Cc1nn(Cc2ccc(Cl)cc2)c(C)c1NC(=O)/C=C/c1cnn(C)c1
28	O=C(COc1ccc(/C=N/NS(=O)(=O)c2ccccc2)cc1)Nc1ccc(F)cc1
29	COc1ccc(NC(=O)C2C3C=CC4(O3)C2C(=O)N(CCN2CCCCC2)C4C(=O)NC2CCCCC2)cc1 (stereo not drawn)
30	CC(=NCc1ccccc1)c1ccc(O)cc1O
31	CCc1nc2ccc(C(=O)NCCN3CCOCC3)cn2c1N(CC)CCOC
32	COc1cc(OC)cc(-c2c(C#Cc3ccsc3)c3cc(-c4ccc(OC)c(F)c4)ccc3n2C)c1

compound no.,25,26,27,28,29,30,31,32
ABCB6 inh MLPCN,100,99,104,102,98,100,100,101
hiPSC survival,2.2,2.2,1.0,-2.1,-0.1,-1.9,0.5,5.5
aDG glyco act,0.0,0.0,0.4,-0.2,-0.1,-0.2,0.0,-0.6
ABHD5-PLIN5 inh,3,-2,-2,9,3,5,-3,-8
H9c2 protect,-3,-2,-2,-1,1,-3,0,-1
HTR2A ag,-3,-6,0,-3,7,4,-4,-2
MC4R antag cAMP,5,5,14,14,-3,2,0,12
N-glyco inh,0,-3,0,-2,-2,-1,1,3
Granule exo inh,-12,5,-6,0,4,9,3,-4
MC4R ag barr,-2.4,-0.8,-0.8,0.6,-0.9,-1.2,-2.0,-0.4

33	CC1(C)C(=O)Nc2ccccc2N1C(=O)COC(=O)c1cccnc1
34	Cc1nc(CSc2ccc(Cl)cc2)cc(N2CC(C)OC(C)C2)n1 (stereo not drawn)
35	O=C(CCC(=O)NNC(=O)c1ccc(Cl)cc1Cl)NCc1ccccc1
36	Cc1ccc(N(CC(O)CN2CCCC2)S(=O)(=O)c2ccc(C)cc2)cc1 (stereo not drawn)
37	CN1CCc2c(sc3nc(SCC(N)=O)n(-c4ccc(Cl)cc4)c(=O)c23)C1
38	C[C@H](CO)NC(=O)[C@H](C)[C@H]1C[C@]1(C)[C@H](NC(=O)OCc1ccccc1)c1ccccc1
39	Cc1nc(NC(=O)CSc2nccn2C)sc1C(=O)N(C)C
40	Cc1cc(=O)oc2c3c(cc(OCC(=O)Nc4cccnc4)c12)OC(C)(C)CC3

compound no.,33,34,35,36,37,38,39,40
ABCB6 inh MLPCN,103,96,100,100,106,91,96,100
hiPSC survival,-0.5,2.8,3.0,-0.1,0.2,-1.2,-0.4,5.6
aDG glyco act,2.0,0.2,-0.1,-0.4,0.3,0.2,-0.2,-0.4
ABHD5-PLIN5 inh,-8,5,-1,4,15,-6,-2,-9
H9c2 protect,3,0,10,10,5,2,10,-1
HTR2A ag,8,2,8,-5,0,-3,-2,0
MC4R antag cAMP,-1,14,1,1,-2,4,3,8
N-glyco inh,0,-1,2,-3,-2,2,1,5
Granule exo inh,-2,-1,-8,-6,14,4,-3,-4
MC4R ag barr,1.5,-1.0,-0.9,-0.1,-0.2,-1.6,-1.8,0.5

41	COCCNc1nc(SCc2ccccc2)nc2sc3c(c12)CCC3
42	O=C(Oc1ccc(-c2nnco2)cc1)C1CCN(C(=O)c2ccc(F)cc2)CC1
43	CC(=O)c1cc(CN2CCN(C(C)C)C(CCO)C2)cs1 (stereo not drawn)
44	CCOc1ccc(CNCCCSc2ncccn2)cc1
45	CC(C)(C)C1C/C(=C/c2ccccn2)C(=O)/C(=C/c2ccccn2)C1 (stereo not drawn)
46	CCOc1cc(-c2ccccc2)nc(N)n1
47	CC1(C(=O)NCC2CC2)CCN1C(=O)C/C=C/c1ccccc1 (stereo not drawn)
48	COc1ccc(NC(=O)C2Cc3c(-c4ccc(Cl)cc4)ccnc3O2)cn1 (stereo not drawn)

compound no.,41,42,43,44,45,46,47,48
ABCB6 inh MLPCN,96,97,104,101,96,94,85,99
hiPSC survival,-1.6,-0.6,-0.4,-0.7,8.5,2.8,0.8,1.1
aDG glyco act,-0.3,-0.4,-0.6,-0.1,-0.4,0.0,0.0,0.2
ABHD5-PLIN5 inh,-10,3,-3,-8,72*,3,-2,-2
H9c2 protect,-6,8,-6,-3,-11,1,-3,5
HTR2A ag,-4,3,-5,-2,7,5,3,1
MC4R antag cAMP,6,16,4,7,19,2,5,-1
N-glyco inh,-9,5,3,0,-23,1,1,6
Granule exo inh,2,20,2,-5,24,-2,4,-2
MC4R ag barr,-0.4,-4.3,-0.6,1.3,-0.6,-0.3,0.3,-1.3
